Source: PubChem
SIAE inh – inhibitors of human sialic acid acetylesterase SIAE. Q9HAT2. SIAE FP-Rh probe binding, fluorescence polarization. inhibition, % at 9.66 µM. 370,000 tested, 0.69% active;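 active means inhibition above a cutoff: mean of compounds within the control limits plus 3 SD of those, cut at about 17% in these data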;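 further: 0% = plate median of compound wells and 100% = probe without SIAE protein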
Target sequence (Q9HAT2 whole entry, looked up): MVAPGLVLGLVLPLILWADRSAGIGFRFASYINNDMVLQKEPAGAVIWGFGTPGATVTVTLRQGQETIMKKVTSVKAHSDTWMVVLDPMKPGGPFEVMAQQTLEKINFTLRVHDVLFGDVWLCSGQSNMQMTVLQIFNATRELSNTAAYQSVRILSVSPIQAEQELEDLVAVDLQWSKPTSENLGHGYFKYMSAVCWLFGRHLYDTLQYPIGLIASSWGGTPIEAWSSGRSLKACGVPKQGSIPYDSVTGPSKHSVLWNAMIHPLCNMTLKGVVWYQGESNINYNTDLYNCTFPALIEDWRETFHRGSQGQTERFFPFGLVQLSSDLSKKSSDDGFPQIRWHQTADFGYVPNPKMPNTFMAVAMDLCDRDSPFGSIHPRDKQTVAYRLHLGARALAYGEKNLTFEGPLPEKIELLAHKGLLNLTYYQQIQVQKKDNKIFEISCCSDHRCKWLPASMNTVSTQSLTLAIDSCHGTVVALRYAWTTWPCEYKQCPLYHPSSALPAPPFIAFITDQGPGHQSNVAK
DDE Tn6 FP inh – DD(E)-Tn6 binding inhibition, primary FP screen; P02675; Fibrin DD(E) TRITC-Tn6 fluorescence polarization displacement; inhibition, % at 8.3 µM; 370,000 tested, 0.21% active; AID 720509;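 active means inhibition above a per-campaign cutoff: mean of compounds within control limits plus 3 SD, cut at about 15% in these data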;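 further: 0% = median of all compound wells on the plate and 100% = blocking peptide control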
ADAM10 inh – inhibitors of human ADAM10; O14672; recombinant ADAM10, EDANS/DABCYL FRET peptide cleavage, 3 h; inhibition, % at 7 µM; 370,000 tested, 0.62% active;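 active means inhibition above a per-campaign cutoff equal to the mean of compounds falling between control-based bounds plus 3 SD, cut at about 20% in these data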;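 further: 0% = DMSO wells while the 100% control is not disclosed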
Tn7 DDE FP – inhibitors of Tn7 peptide binding to human fibrin DD(E). inhibition, % at 8.3 µM. 370,000 tested, 0.13% active. FP displacement of FITC-Tn7 peptide from fibrin DD(E); 0% = median of compound wells per plate. P02675;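 active means inhibition above the mean of compounds falling within the control limits plus 3 SD of them, cut at about 14% in these data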;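 further: 0% = plate median of compound wells and 100% = 10 µM Aha-Tn7 peptide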
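System: human fibrin DD(E); quantity: Fibrin-DD(E) at 2 µM final; also added: fluorescent Tn7 probe at 0.1 µM; compound dosing: single nominal test concentration of 8.3 µM per compound; schedule: 10 min preincubation, 3 h with tracer, room temperature; detection: fluorescence polarization of the labelled Tn7 tracer; repeats: one replicate per compound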
PLC-gamma1 inh – blocks human PLC-gamma1 enzyme activity | purified PLC-gamma1, fluorogenic substrate, fluorescence | inhibition, % at 12.2 µM | 370,000 tested, 0.84% active; in the data active means inhibition above about 9.5%
ADAM17 inh – inhibits human ADAM17; inhibition, % at 6.95 µM; recombinant ADAM17, EDANS/DABCYL FRET peptide cleavage; P78536; 370,000 tested, 0.83% active; AID 720648;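 active means inhibition above the mean of compounds lying between control limits plus 3 SD, set per campaign, cut at about 8.5% in these data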;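 further: 0% = DMSO-only wells as the low control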
TDP2 absorb – blocks human TDP2 phosphodiesterase activity | recombinant TDP2, T5PNP hydrolysis, p-nitrophenol absorbance 415 nm | inhibition, % at 12.8 µM | 370,000 tested, 0.34% active | AID 720702;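 active means inhibition above the mean of all tested compounds plus 3 SD, set per campaign, cut at about 25% in these data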;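 further: 0% = DMSO with enzyme and 100% = buffer with substrate but no TDP2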
Target sequence (O95551 whole entry, looked up): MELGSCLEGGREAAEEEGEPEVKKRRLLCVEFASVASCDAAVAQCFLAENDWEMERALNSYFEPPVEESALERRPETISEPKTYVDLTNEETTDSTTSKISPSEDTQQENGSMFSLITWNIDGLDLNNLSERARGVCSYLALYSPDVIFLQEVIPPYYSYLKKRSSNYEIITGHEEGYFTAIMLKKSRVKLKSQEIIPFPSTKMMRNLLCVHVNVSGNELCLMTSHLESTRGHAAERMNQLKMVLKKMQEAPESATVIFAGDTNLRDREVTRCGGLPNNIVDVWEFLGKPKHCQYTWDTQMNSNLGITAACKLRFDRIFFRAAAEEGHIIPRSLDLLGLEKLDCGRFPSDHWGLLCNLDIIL
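Assay system: Recombinant human TDP2 | Quantity: 120 nM TDP2 per well | Incubation: 2 h at 37 °C | Signal: Epi absorbance | Evaluation: Percent inhibition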
ARFGAP1 inhibitor – inhibits rat ARF GTPase activating protein 1. 360,000 tested, 0.26% active. inhibition, % at 16.5 µM. Arfgap1-stimulated ARF1 GTP hydrolysis, GDP FP detection. Q62848;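 active means inhibition above a per-plate limit, mean inhibition of low control wells plus 3 SD, cut at about 25% in these data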;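 further: 0% = DMSO wells with enzyme and 100% = wells lacking Arfgap1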
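Material: rat Arfgap1 catalytic domain, aa 1-136; also added: human ARF1(Δ1-17)-GTP substrate; compound dosing: one concentration, 16.5 µM, DMSO 1.26%; incubation: GTP hydrolysis reaction 2 h at 25 °C; measured by: Tracer-displacement fluorescence polarization with EDTA stop, 620/688 nm; evaluation: % inhibition from polarization; repeats: one replicate per compound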
PLC-beta3 inh – inhibitors of human phospholipase C beta3 | Q01970 | Purified PLC-beta3, fluorogenic substrate, fluorescence | inhibition, % at 12.2 µM | 370,000 tested, 0.18% active | AID 720704; in the data active means inhibition above about 11%;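 further: 0% = median of compound wells on plate and 100% = full blocker control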
ASAP1 inh – blocks human ASAP1-stimulated Arf1 GTP hydrolysis; Q9ULH1; GDP FP detection; inhibition, % at 16.5 µM; 360,000 tested, 0.19% active; AID 624377; in the data active means inhibition above about 25%;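 further: 0% = vehicle with enzyme and substrate and 100% = no enzyme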
Active calls of the source: *; i = inactive; . = no result given.

SMILES	SIAE inh	DDE Tn6 FP inh	ADAM10 inh	Tn7 DDE FP	PLC-gamma1 inh	ADAM17 inh	TDP2 absorb	ARFGAP1 inhibitor	PLC-beta3 inh	ASAP1 inh
COc1cc(CCC(=O)NNC(=O)c2cccc(Cl)c2)cc(OC)c1OC	-9	0	1	-5	2	-1	9	15	-6	0
NC1=[N+](Cc2ccccc2)C(Cc2ccccc2)C2C(=C3CCCCC3n3c(=O)n(-c4ccccc4)c(=O)n32)N1 (stereo not given)	-1	-9	-5	7	4	-1	7	.	4	.
Nc1c(S(=O)(=O)c2cccs2)c2nc3ccccc3nc2n1Cc1ccc2c(c1)OCO2	-52	-9	-201	0	-119	-87	-2	20	-154	1
Cc1ccccc1N1CCN(CC(=O)Nc2nc(C)c(C(=O)N(C)C)s2)CC1	-2	0	0	-4	2	-2	-10	5	-6	-15
CCN(CC)S(=O)(=O)c1cccc(C(=O)Nc2ccc(Cl)cn2)c1	-5	0	4	1	0	-2	-2	9	2	-5
COc1ccccc1NC(=O)COC(=O)/C=C/c1ccc2c(c1)OCO2	0	6	-74	-4	-34	-27	-2	17	-41	-13
Cc1ccccc1NC(=O)NCc1cccnc1	4	-4	-2	-9	0	-3	5	-6	-2	10
O=C(NCc1ccccc1Cl)c1ccc2nnsc2c1	2	1	4	4	4	1	6	-7	-6	-1
Cc1nnc(SCC(=O)Nc2ccc3c(c2)OCO3)[nH]c1=O	9	-3	1	1	-2	-2	-1	-3	-6	1
Cc1ccc(N(C(=O)C2CCCC2)C2C=CS(=O)(=O)C2)cc1 (stereo not given)	-1	2	12	-2	0	-2	4	-3	3	-4
C=C(C)COc1ccc(-c2ncncc2-c2ccccc2)c(O)c1	12	0	-2	2	-2	-1	2	-8	-8	-8
CN(C(=O)COC(=O)c1c2c(nc3ccccc13)CCCC2)c1c(N)n(Cc2ccccc2)c(=O)[nH]c1=O	-14	-3	-9	4	3	-4	18	0	-8	-1
O=C(Nc1cccc(Cl)c1)OCCOC(=O)Nc1cccc(Cl)c1	-25	-4	21*	-5	-2	8	-7	14	-1	8
O=C(Nc1ccc(Br)c(Cl)c1)C1CC1	2	6	5	-6	-1	-1	1	-12	-1	4
COc1cccc(C2CCCN2Cc2nc(CC3CC3)no2)c1 (stereo not given)	11	0	-7	-6	0	-2	7	-2	3	-9
Cc1ccc(C(C(=O)NC(C)(C)C)N(CCCN2CCOCC2)C(=O)c2ccc(-c3ccccc3)[nH]2)o1 (stereo not given)	2	-4	-11	-1	-1	-8	-1	-3	-7	-5
O=C(O)/C=C/c1cn(-c2ccccc2)nc1-c1ccc2c(c1)OCCO2	-8	5	-12	3	-32	-6	9	8	-38	10
Cc1ccccc1Cn1nnc(C(=O)Nc2cccc(C)c2C)c1N	-7	0	3	-5	3	-1	-6	13	-1	11
CCC(=O)Nc1cc2c(cc1C(=O)c1ccccc1)OCCO2	-4	0	3	-4	9	-3	-21	10	0	-8
O=C(Nc1ccc(OC(F)(F)F)cc1)C1CCCCN1S(=O)(=O)c1ccccc1 (stereo not given)	6	-2	12	0	-1	6	-17	2	-6	3

An excerpt from above in order of heavy-atom count, lowest first:
SMILES	SIAE inh	DDE Tn6 FP inh	ADAM10 inh	Tn7 DDE FP	PLC-gamma1 inh	ADAM17 inh	TDP2 absorb	ARFGAP1 inhibitor	PLC-beta3 inh	ASAP1 inh
Cc1nnc(SCC(=O)Nc2ccc3c(c2)OCO3)[nH]c1=O	9	-3	1	1	-2	-2	-1	-3	-6	1
C=C(C)COc1ccc(-c2ncncc2-c2ccccc2)c(O)c1	12	0	-2	2	-2	-1	2	-8	-8	-8
Cc1ccccc1N1CCN(CC(=O)Nc2nc(C)c(C(=O)N(C)C)s2)CC1	-2	0	0	-4	2	-2	-10	5	-6	-15
Nc1c(S(=O)(=O)c2cccs2)c2nc3ccccc3nc2n1Cc1ccc2c(c1)OCO2	-52	-9	-201	0	-119	-87	-2	20	-154	1
Cc1ccc(C(C(=O)NC(C)(C)C)N(CCCN2CCOCC2)C(=O)c2ccc(-c3ccccc3)[nH]2)o1 (stereo not given)	2	-4	-11	-1	-1	-8	-1	-3	-7	-5

Filtered by structure: the compounds so far with an aryl methoxy group
SMILES	SIAE inh	DDE Tn6 FP inh	ADAM10 inh	Tn7 DDE FP	PLC-gamma1 inh	ADAM17 inh	TDP2 absorb	ARFGAP1 inhibitor	PLC-beta3 inh	ASAP1 inh
COc1cc(CCC(=O)NNC(=O)c2cccc(Cl)c2)cc(OC)c1OC	-9	0	1	-5	2	-1	9	15	-6	0
COc1ccccc1NC(=O)COC(=O)/C=C/c1ccc2c(c1)OCO2	0	6	-74	-4	-34	-27	-2	17	-41	-13
COc1cccc(C2CCCN2Cc2nc(CC3CC3)no2)c1 (stereo not given)	11	0	-7	-6	0	-2	7	-2	3	-9

Going on with the list.
SMILES	SIAE inh	DDE Tn6 FP inh	ADAM10 inh	Tn7 DDE FP	PLC-gamma1 inh	ADAM17 inh	TDP2 absorb	ARFGAP1 inhibitor	PLC-beta3 inh	ASAP1 inh
OCCC1CN(Cc2ccc(-n3cccn3)cc2)CCN1Cc1ccccc1 (stereo not given)	4	-1	6	6	2	-3	-18	0	3	17
CC(C)NC(=O)CC1Nc2c3ccccc3nc(=S)n2C1=O (stereo not given)	-7	3	-8	2	0	-5	4	1	-5	-16
CC(C)C(=O)Nc1cccc(C(=O)Nc2ccc(S(=O)(=O)N3CCOCC3)cc2)c1	-5	-7	-4	3	-2	-3	1	2	-5	8
CSc1ccccc1-n1nnnc1SCc1ccccc1	4	-13	4	-2	-1	0	-15	12	-4	6
Cc1ccc(NC(=O)CCSc2nnc(C)o2)cc1	8	4	3	9	2	0	28*	2	-2	-6
O=C(COC(=O)c1ccc(S(=O)(=O)N2CCCCC2)cc1)NCc1ccccc1	3	-3	-10	-2	-2	0	-6	9	3	-4
COc1nc(NCc2cccnc2)nc(NC2CCCCC2)n1	4	3	8	2	3	1	0	5	-1	2
COc1ccc(NC(=O)CSCC(=O)N(C)CC(=O)Nc2ccc(Cl)c(C(F)(F)F)c2)cc1	0	0	-1	1	6	1	-8	10	1	9
Cc1ccc(S(=O)(=O)NC(C)C(=O)Nc2ccc3c(c2)OCO3)cc1 (stereo not given)	4	4	-2	5	-1	-2	-2	-7	-9	-11
COC(=O)c1cnn2c3c(c(C)nc12)CCCC3	-1	1	-298	0	-103	-99	-8	-1	-157	-1
CCOC(=O)Cn1c(Br)nc2c1c(=O)[nH]c(=O)n2C	3	-12	-7	2	1	-3	2	1	-2	-1
COc1ccc(NC(=O)CN2CCc3ccccc3C2)c([N+](=O)[O-])c1	7	-9	7	-5	-7	-1	-4	-4	-11	6
CC(C)(OC1OC(CO)C(O)C(O)C1O)[C@H]1Oc2ccc3ccc(=O)oc3c2[C@H]1O (stereo not given in full)	9	3	i	10	-38	-160	5	6	-50	-3
CCOc1cc(CN2CCN(c3cccc(C(F)(F)F)c3)CC2)ccc1OC	-3	1	7	3	0	-1	3	-2	-2	3
O=C(Oc1cccc2cccnc12)c1cccc(N2C(=O)C3C4CCC(C4)C3C2=O)c1 (stereo not given)	1	-2	-8	2	-2	-3	4	0	0	0
Oc1c(CN2CCOCC2)cc(CN2CCOCC2)cc1CN1CCOCC1	1	0	-26	10	-15	-6	3	-10	-21	0
Cn1c(SCC(=O)N2CCN(c3cccc(Cl)c3)CC2)nnc1-c1ccncc1	-5	1	-3	4	1	-3	2	6	-1	-21
CC1(C)Oc2ccc3ccc(=O)oc3c2C(/C=N/O)=C1Cl	-1	-5	-35	3	-25	-17	-24	13	-42	4
O=C(c1cc(-c2ccccc2)on1)N1CCCC1	-6	0	-3	7	1	-1	6	-13	2	-4
Cc1nc(NC(=O)CSc2nnnn2Cc2ccccc2)sc1C	-2	-3	3	-8	5	0	-14	-4	1	3
O=C(c1ccccc1)N(Cc1nc2ccccc2c(=O)[nH]1)C1CCCCC1	-3	7	7	2	7	1	2	-4	1	-4
c1ccc(NC2=NCCCCS2)cc1	-1	2	4	-6	4	0	1	-7	4	10
CCc1noc(C)c1C(=O)N1CCCSC1=Nc1ccccc1Cl	1	2	-9	-1	1	0	-2	1	-5	1
CCC(=O)N1N=C(c2cccc(NS(C)(=O)=O)c2)CC1c1cccs1 (stereo not given)	0	-2	-1	-1	-12	-3	12	-3	-15	-10
CC(NC(=O)c1ccncc1)C(c1cccs1)N1CCOCC1 (stereo not given)	6	-4	-8	2	0	-3	-1	1	2	2
Cc1cc(C(=O)NC(C)CCc2ccccc2)ccc1[N+](=O)[O-] (stereo not given)	3	1	-10	0	0	-2	5	-4	-8	0
CCOc1cc(/C=N/Nc2cccc(C(=O)O)c2)ccc1OC(=O)c1ccccc1	6	2	3	-5	0	0	-1	5	-4	-5
N#C/C(=C/c1ccc(C(=O)O)cc1)C(=O)NCc1ccccc1	2	2	-5	4	4	-2	-4	5	-1	6
Cc1cccnc1NC(=O)C(C)Oc1ccccc1 (stereo not given)	3	2	-5	0	0	-3	6	-4	1	2
COc1ccc(S(=O)(=O)Nc2cc3c4c(oc3c3ccccc23)CC(C)(C)CC4=O)cc1	-30	-9	26*	-3	3	9.1*	-8	15	1	12
O=C(/C=C/c1ccco1)NC(=S)Nc1cc(C(F)(F)F)ccc1N1CCOCC1	7	1	9	-1	0	3	-5	-6	-2	10
Cc1ccc(C)c(-c2cc(C(=O)NN3CCOCC3)c3ccccc3n2)c1	-3	0	-2	-4	-2	-4	6	-9	-16	-11
Cc1cc(C(C)(C)C)ccc1OCCN(C)C	0	3	-6	5	1	-6	2	-6	1	-8
CCCS(=O)(=O)N1CCCC(C(=O)NCc2cccnc2)C1 (stereo not given)	0	3	-4	4	0	-3	-2	0	0	1
